Bioassay records from PubChem.
mcGAS RapidFire = blocks mouse cGAS cGAMP production | Q8C6L5 | recombinant mouse cGAS, cGAMP by RapidFire MS | inhibition, % at 12.5 µM | 0.18% of 130,000 active | AID 1259397;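 active = inhibition of cGAS enzyme activity at or above 60%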;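 also: enzyme stimulated by 45 bp dsDNA with ATP and GTP substrates; cGAMP share of summed cGAMP plus half ATP and half GTP signals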
Target sequence (Q8C6L5 whole entry, looked up): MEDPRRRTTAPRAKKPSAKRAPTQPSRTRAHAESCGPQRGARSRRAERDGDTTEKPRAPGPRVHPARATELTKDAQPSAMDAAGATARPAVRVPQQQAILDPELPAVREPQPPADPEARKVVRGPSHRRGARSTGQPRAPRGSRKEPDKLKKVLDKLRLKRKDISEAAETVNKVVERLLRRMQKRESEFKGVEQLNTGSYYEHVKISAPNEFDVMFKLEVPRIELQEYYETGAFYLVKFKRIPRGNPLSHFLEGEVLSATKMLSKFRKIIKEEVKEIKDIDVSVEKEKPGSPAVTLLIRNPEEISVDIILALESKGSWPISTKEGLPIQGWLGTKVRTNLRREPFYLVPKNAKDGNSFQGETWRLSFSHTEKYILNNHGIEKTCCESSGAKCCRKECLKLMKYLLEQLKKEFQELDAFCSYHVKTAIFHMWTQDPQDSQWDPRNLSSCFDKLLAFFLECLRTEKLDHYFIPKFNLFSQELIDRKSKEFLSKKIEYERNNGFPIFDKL
Active calls of the source: *; & = joins results of further samples. A portion of the library; rates above refer to the full screens.

mcGAS RapidFire | SMILES
-3.5 | CC1(C(=O)NS(=O)(=O)c2cccc(OC(F)F)c2)CCN1C(=O)Cc1cccc2ccccc12 (configuration not stated)
-8.6 | CO[C@@H](C(=O)N1CC(c2cccnc2)C1)c1ccccc1
-2.7 | Cc1ccc(C(=O)CSc2nnc(-c3ccco3)n2C)c(C)c1
-14.4 | COc1ccc2c(c1)CCN2C(=O)NC(c1ccccc1)C(C)(C)C (configuration not stated)
-10.7 | N[C@H](Cc1c[nH]c2ccccc12)C(=O)NCc1cccnc1N1CCOCC1
-13.0 | Cc1cccc(NC(=O)c2ccccc2Cl)c1C(=O)N1CCCC1
3.3 | Cc1cc2n(CC(O)CN3CCC(C)CC3)c(=O)c3ccccc3n2n1 (configuration not stated)
-2.5 | O=C(Cn1cc(-c2nnco2)ccc1=O)NCC1(c2ccccc2)CC1
-14.7 | Cn1nc(-c2cccs2)cc1C(=O)N1CCC(O)(c2ccccn2)CC1
-7.8 | COC(CNC1CCN(c2ccc3c(c2)OCO3)CC1)c1cccs1 (configuration not stated)
-14.9 | O=C(N=Nc1c(O)[nH]c2ccc(Br)cc12)c1ccc2c(c1)OCO2
-14.9 | CC(CC(=O)NNc1nccc(C(F)(F)F)n1)n1ccnc1 (configuration not stated)
-0.7&9.2 | CCOC(=O)c1cc2c(nc1C)-c1cc(Cl)cc(Cl)c1OC2O (configuration not stated)
-1.9 | O=C(COc1ccc(Cl)cc1)N1CCN(c2ccc3nnc(-c4ccco4)n3n2)CC1
-15.9 | CC(C)(C)c1ccc(C(=O)Nc2nc3c(s2)C(=O)CCC3)cc1
11.5 | COc1ccccc1C(CNc1ncnc2c1cnn2C)N1CCCC1 (configuration not stated)
-11.8 | Cc1cccc(Nc2ncc3c(n2)CC(c2ccccc2O)CC3=O)c1 (configuration not stated)
-5.2 | CCOc1cccc(/C=N\NC(=O)CSc2nnc(-c3ccccc3)n2-c2ccccc2)c1O
3.2 | NC(=O)c1c(Cl)cccc1NC(=O)c1ccc(Cl)cn1
-13.9 | CCOC(=O)N1CCN(C(=O)c2cnc(C3CC3)nc2C)CC1

Among those listed so far, these contain a tert-butyl group.
mcGAS RapidFire | SMILES
-14.4 | COc1ccc2c(c1)CCN2C(=O)NC(c1ccccc1)C(C)(C)C (configuration not stated)
-15.9 | CC(C)(C)c1ccc(C(=O)Nc2nc3c(s2)C(=O)CCC3)cc1

Next section.
mcGAS RapidFire | SMILES
-7.9 | CC(C)Cc1c(C#N)c(SCC(=O)c2ccc(Cl)cc2)nc2c1CCCC2
-0.3 | Cc1cc(C)nc(NN=Cc2ccc(C3C=CCC3)s2)n1 (configuration not stated)
-5.8 | CC(C)C1CN(C(=O)Cn2cnc3ccccc3c2=O)CCCN1CC1CC1 (configuration not stated)
-2.9 | Clc1ccc(C2(NCCCn3cncn3)CCC2)cc1
-12.5 | O=S(=O)(C=C(c1ccccc1)c1ccccc1)c1ccccc1
-7.5 | O=C(NCc1ccccc1)c1ccc2[nH]c3c(c2c1)CCCC3
-13.1 | Cc1nc2c(C(N)=O)cnn2c(C)c1CCC(=O)Nc1cc(F)ccc1F
-15.7 | CCC1=NOC(CNC(=O)Cc2c(C)nn(-c3ccccc3)c2C)C1 (configuration not stated)
-1.8 | CC(C)=C(NC(=O)c1ccccc1)C(=O)NN=C1CCN(Cc2ccccc2)CC1
-6.4&-4.3 | CCc1cc(CNC(=O)N2CCCC(C)(C)CC2)on1
-1.1 | Cc1cc(C)n2c(SCC(=O)NCCOc3ccccc3)nnc2n1
20.8 | Cc1ccccc1-n1nnnc1C1(Nc2cccc(F)c2)CCCC1
-11.4 | OCCN1CCC(Cn2ccnc2C2CC=CCC2)CC1 (configuration not stated)
-11.8 | CC12CC3CC(C)(C1)CC(C(=O)NCCCN1CCC(C(N)=O)CC1)(C3)C2
17.8 | CC(=O)Nc1cc(C(=O)C(C#N)c2nc(C(C)C)cs2)ccc1F (configuration not stated)
-0.7 | Cc1cc(C)n(CCNC(=O)c2ccccc2OC2CCN(S(C)(=O)=O)CC2)n1
26.2 | Cc1ncc(C[n+]2csc(CCOC(=O)C3CC4CCC3C4)c2C)c(N)n1 (configuration not stated)
23.8 | C#CCn1c(-c2cccc(Br)c2)nc2ccccc21
0.4 | Cc1nn(-c2ccccc2)c(Cl)c1CN1C(=O)NC2(CCCC2)C1=O
-13.4 | Fc1cccc(F)c1-c1cc(-c2ccccc2)c2ccccc2n1

An excerpt from above in order of the mcGAS RapidFire value, falling.
mcGAS RapidFire | SMILES
20.8 | Cc1ccccc1-n1nnnc1C1(Nc2cccc(F)c2)CCCC1
-0.3 | Cc1cc(C)nc(NN=Cc2ccc(C3C=CCC3)s2)n1 (configuration not stated)
-5.8 | CC(C)C1CN(C(=O)Cn2cnc3ccccc3c2=O)CCCN1CC1CC1 (configuration not stated)

Remaining list, next part
mcGAS RapidFire | SMILES
-8.5 | COc1ccc(-c2cnnc(N3CCCC3c3ccccn3)n2)cc1 (configuration not stated)
-23.6 | C=CCn1c2ccccc2n2c(C(=O)OC)c(C)nc12
-12.9 | Cc1cccc2cc(CN3C[C@H](OC(C)C)[C@@H](O)C3)c(=O)[nH]c12
-1.5 | C=CCOC(=O)/C(=C\c1ccc2c(c1)OCO2)NC(=O)c1ccccc1OC
-7.8 | C(=C\c1ccco1)/CN1CCCCC1CCN1CCOCC1 (configuration not stated)
-30.4 | CCCCN(C#N)c1nc(N2CCOCC2)nc(N2CCOCC2)n1
-8.3 | O=C(C(Cl)=CNc1ccc(Br)cn1)C(F)(F)F
-7.2&-6.2 | COc1ccnc(N2CCN(C(=O)C3CCCc4cn[nH]c43)CC2)c1 (configuration not stated)
5.6 | O=C(NCCc1cccc(Cl)c1)c1ccc2nc(-c3ccccc3)c(-c3ccccc3)nc2c1
-0.9 | O[C@@H]1CN(Cc2ccc(-n3cncn3)cc2)CC[C@H]1c1ccc(F)cc1
-10.4&8.9 | CC(=O)N1CCCN(C(=O)CC2C(=O)NCCN2CC2CCCCC2)CC1 (configuration not stated)
-41.0 | CCC(=O)Nc1cccc(OCC(=O)N2CCC(Oc3ccc(C)cc3)CC2)c1
-0.4 | Cc1cc(C)c(C(=O)CC2(C(F)(F)F)NCCN2)c(=O)[nH]1
-15.1&2.3 | C=C1c2ccccc2C(=O)N1CC(=O)NC1(c2nc(C)cs2)CCC1
2.2 | Cc1cc(C)n(-c2cccc(C(=O)N3CCCC4(CCNC4)C3)c2)n1 (configuration not stated)
-7.4 | Cc1nc(SC(C)c2nc(C3CC3)no2)n(C2CCCCC2)c1C (configuration not stated)
-19.3 | COc1ccc(CC2CN(Cc3ccnc(C(C)C)n3)CCO2)cc1 (configuration not stated)
-3.9 | COc1ccc(-c2n[nH]c(=S)o2)c(OC)c1
-7.5 | NS(=O)(=O)c1cccc(NC(=S)NC2CCCCC2)c1
-31.0 | CCc1nn2c(=O)cc(CNc3ccccc3C(=O)NC3CC3)nc2s1
22.3 | Cc1ccc(S(=O)(=O)C2(C(=O)Nc3ccccc3I)CC2)cc1
-11.0 | CCC(NC(=O)c1ccc(F)cc1F)c1ccccc1OCC(=O)N(C)C (configuration not stated)
-7.3 | CN(C(=O)C1C2CC3CC(C2)CC1C3)C1(C)CCS(=O)(=O)C1 (configuration not stated)
3.9 | CC1CCN(S(=O)(=O)NCc2cc(-c3ccccc3)on2)CC1
-5.4 | O=C(CN1CSCC1=O)Nc1ccnn1Cc1cccs1
-2.1 | c1ccc(-c2nn3c(Cn4nnc5ccccc54)nnc3s2)cc1
2.0 | CC(C(=O)N1CCc2ccccc21)N1CCC(C(=O)Nc2ccccc2)CC1 (configuration not stated)
-11.0 | CCOC(=O)c1nn(-c2ccccc2C)c(=O)cc1N1CCC(C(N)=O)CC1
-6.2 | Cn1c(=O)[nH]c(=O)c2c1nc(CN1CCN(c3ccc(F)cc3)CC1)n2CCN1CCOCC1
-9.8 | Cc1cc(F)ccc1NC(=O)CNS(=O)(=O)NCc1ccccc1
-2.1 | Cc1cn2c3c(=O)n(CC(N)=O)c(=O)n(C)c3nc2n1CC1CCCO1 (configuration not stated)
-3.0 | CCn1cc(Cn2cnc(-c3ccccc3)c2-c2ccc(C(C)=O)cc2)cn1
-5.7 | CCOC(=O)N1CCN(C2CCCN(C/C(C)=C/c3ccco3)C2)CC1 (configuration not stated)
1.2 | CCC(C)NC(=O)C1CSCN1C(=O)c1ccc2cc[nH]c2c1 (configuration not stated)
-4.4 | COc1cc(C=C2C(=O)Nc3cc(Cl)ccc32)cc(Cl)c1OC(F)F
-4.0 | CCCCNC(=O)Cn1cc(-c2ccc(C)cc2)c(N2CCOCC2)n1
-4.9 | Fc1ccc(-c2nnc(CON=Cc3cccc(OCc4ccccc4)c3)o2)cc1
-13.0 | O=C(NCC1CCCN(C(=O)c2ccsc2)C1)c1cccc2ccccc12 (configuration not stated)
-8.0 | Cc1ccc(I)cc1NC(=O)c1c(C(=O)O)cccc1[N+](=O)[O-]
-29.5 | Cc1ccc2[nH]nc(C(=O)NCC3CCCN(S(C)(=O)=O)C3)c2c1 (configuration not stated)
-2.2 | Cc1c(C(=O)NCc2ccccc2C(F)(F)F)sc(=O)n1CC(=O)N(C)C
-23.7 | O=C(Nn1cc([N+](=O)[O-])cn1)c1cccc(COc2ccc(Br)cc2)c1
3.2 | CCOC(=O)C1(Cc2cccc(OC)c2)CCCN(C(=O)c2cc(C)oc2C)C1 (configuration not stated)
0.9 | Cc1ccc(S(=O)(=O)N2CCn3cccc3C2C)cc1 (configuration not stated)
-11.6 | CSC(C)C(=O)N1CCCCC1C(=O)Nc1ccc2c(c1)CCO2 (configuration not stated)
-9.6 | CC(C)Cc1noc(C(C)NC(=O)c2cnn3ccn(C)c23)n1 (configuration not stated)
-9.4 | CN(Cc1cn[nH]c1)C(=O)c1cc(-c2ccccc2F)on1
-19.8 | Cc1oc2c(c1C(=O)NCc1cccnc1Oc1ccccc1)C(=O)CCC2
-7.1 | CC1(C(=O)NS(=O)(=O)c2ccc(C#N)cc2)CCN1C(=O)CCC1CCCC1 (configuration not stated)
-7.6 | CCc1c(C)nn(CC(=O)N2CCCC3(CN(C)C(=O)O3)C2)c1C (configuration not stated)
-1.4 | N#Cc1ccc(OCC(=O)N2CCN(C(=O)CN3CCOCC3)CC2)cc1
-10.7 | CN1CCN(Cc2noc(CCc3nc(Cl)n[nH]3)n2)CC1
7.5 | CC(Sc1nc2ccccc2c(=O)n1C1CC1)C(=O)N1CCCC1 (configuration not stated)
-11.2 | COc1cccc(C2c3c(oc4cc(OC)ccc4c3=O)C(=O)N2c2nccs2)c1 (configuration not stated)
-8.5 | CCC(C)NCc1ccccc1-c1cccc(O)c1 (configuration not stated)
-0.8 | CC(CCc1ccc(O)cc1)NCC(O)c1ccc(O)cc1 (configuration not stated)
-9.8 | c1cc(CNC23CC4CC(CC(C4)C2)C3)ccn1
-3.1 | COCC(=O)Nc1ccc(N2CCN(C(=O)c3ccoc3)CC2)nc1
-5.0 | Cc1sc(NC(=O)C2CC2)nc1-c1ccc(F)c(F)c1
-4.4 | C#CCN1CCCCC1C(=O)Nc1cc2c(cc1Cl)NC(=O)CO2 (configuration not stated)

(listing goes on)
mcGAS RapidFire | SMILES
-10.6 | Cc1cnc(N2CCCC(N(C)C)C2)nc1N1CCCC(N(C)C)C1 (configuration not stated)
-7.8 | CCCNC(=O)C1(C)CCCN(CC(=O)c2ccc3c(c2)OCCO3)C1 (configuration not stated)
-1.7 | CC(=O)Nc1cc(C(=O)N2CCN(c3ccccc3)CC2C)cc2ncn(CCc3ccccn3)c12 (configuration not stated)
-5.9 | Cc1nnc(SC(C(=O)NC2CC2)c2ccc(F)cc2)n1-c1ccccc1 (configuration not stated)
-0.1 | OCCN(Cc1ccncc1)Cc1cc(Br)ccc1F
1.4 | CCn1c(=O)n(CC(O)CN2CCC(C)CC2)c2ccccc21 (configuration not stated)
10.0 | CN(Cc1ccc(F)cc1F)S(=O)(=O)c1ccc(F)c(Cl)c1
-18.8 | Cc1c(CN(C)C2CC(C)(C)NC(C)(C)C2)c(=O)n(-c2ccccc2)n1C
-7.8 | CC(=O)N1N=C(c2c(-c3ccccc3)c3ccc(C)cc3[nH]c2=O)CC1c1ccco1 (configuration not stated)
-3.0 | COc1ccc(OCC(=O)N2CCOC(COc3cccc(C(F)(F)F)c3)C2)cc1 (configuration not stated)
-18.5 | CC(=O)Nc1nc(COc2ccc(C)cn2)cs1
-13.0 | Cc1cc(C)n(-c2ccc(C(F)(F)F)cc2NC(=O)C2CCOC2)n1 (configuration not stated)
-16.0 | CSc1ccc(CN2C(=O)C(C)Sc3ccc(C(C)=O)cc32)cc1 (configuration not stated)
8.2 | O=C(CCCCCN1C(=O)C2C3C=CC(C3)C2C1=O)Nc1nccs1 (configuration not stated)
-26.4 | O=C(CC1COCCN1)NCCCn1ccnc1 (configuration not stated)
-7.1 | COCCNCC(=O)N(CCc1ccc(OC)c(OC)c1)Cc1sccc1C
9.2 | Cc1cc(NC(=O)CN2CC=C(n3c(=O)[nH]c4ccccc43)CC2)nn1-c1ccccc1
-2.9 | CCOc1ccccc1C(=O)Nn1cnc2c(cnn2-c2ccc(C)c(C)c2)c1=O
-21.9 | S=C(NCC1CCCCC1)Nc1ccccc1Cl
-1.2 | Cc1occc1-c1nnc(SCCCn2c(=O)c3c(ncn3C)n(C)c2=O)o1
-1.4 | O=c1[nH][nH]c(=O)c2nccnc12
-10.3 | O=C(CSc1nnc(C2COc3ccccc3O2)o1)N1CCc2ccccc21 (configuration not stated)
-2.4 | O=C(CN1CCc2c([nH]c3ccccc23)C1c1ccc([N+](=O)[O-])c(Cl)c1)Nc1ccccc1 (configuration not stated)
-6.3 | Cn1nc(C(=O)Nc2ncc(Cc3ccccc3Cl)s2)ccc1=O
-6.5 | COc1cc(OC)c(OC)cc1C=CC(=O)N1CCCC1c1nc2ccccc2s1 (configuration not stated)
-9.2 | CCc1ccc(C2CC(c3ccc(Br)cc3)=Nc3nnnn32)cc1 (configuration not stated)
-9.6 | Clc1ccc(C2CC(c3ccc(Cl)cc3)n3ncnc3N2)cc1 (configuration not stated)

Exported field by field: entries from further up.
structure: Clc1ccc(C2CC(c3ccc(Cl)cc3)n3ncnc3N2)cc1 (configuration not stated)
  mcGAS RapidFire = -9.6
structure: O=c1[nH][nH]c(=O)c2nccnc12
  mcGAS RapidFire = -1.4
structure: COc1cc(OC)c(OC)cc1C=CC(=O)N1CCCC1c1nc2ccccc2s1 (configuration not stated)
  mcGAS RapidFire = -6.5
structure: O=C(CN1CCc2c([nH]c3ccccc23)C1c1ccc([N+](=O)[O-])c(Cl)c1)Nc1ccccc1 (configuration not stated)
  mcGAS RapidFire = -2.4
